# Coupling enz: inhibits coupling enzyme system, counter-screen for aldolase hits; 290,000 compounds, 0.67% hits; activity change, negative = inhibition, % at 58.2 µM, hits read low; coupling enzyme system counterscreen, AmpLite Red fluorescence; AID 2472; in the data active = activity change below about -30%; note: % is set by controls: 0 for no effect and ±100 for the full control effect
#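 Fluorescence at 525 nm excitation and 598 nm emission measured inhibition of the coupled detection system without aldolase. Compounds (at 57.5 uM final) were preincubated 10 min at room temperature with coupling enzyme reagent before a 20 min substrate/AmpLite Red step.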
# TCR act: activators of T cell receptors | primary human leukocytes, anti-CD3, IL-2 HTRF, 48 h | Potency, µM (top dose mostly 9.22 µM), without a hit: top-dose activation of IL-2 secretion, most hits filed as activators | 330,000 tested, under 10 active | AID 504894; note: % of control where 0% means no effect
#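 IL-2 release read by HTRF sandwich (Eu cryptate donor, d2 acceptor, 665 nm emission) after 48 hr exposure of primary human leukocytes to compound together with anti-CD3 beads in the absence of co-stimulatory signals.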
# KCNH2 WT inh: KCNH2 (human, wildtype) channel inhibition | Q12809 | U2OS, BacMam KCNH2, thallium flux FluxOr; stronger effect = lower value | activity change, % at 1.84 µM | 340,000 compounds, 0.37% hits | AID 720551;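 active = maximum activity change below -70%; inconclusive = maximum activity change between -70% and -50%; inactive = maximum activity change above -50%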; note: % is set by controls: 0 for no effect and ±100 for the full control effect
#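 U2OS cells were transduced with wild-type KCNH2 virus (2.03 x 10^8 / mL) for 4 h at room temperature, then cultured overnight at 37 C. Thallium flux was read with FluxOr dye. Rate constants were normalized to DMSO controls.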
# TSHR antagonist: human thyrotropin receptor antagonism. activity change, negative = inhibition, % at 11.5 µM. 330,000 compounds, 0.2% hits. P16473. AID 504810. TSHR-expressing cells, TSH-stimulated cAMP HTRF, 2 h; stronger effect = lower value;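 active = activity change below a set negative limit, meaning inhibition stronger than a set level, cut at about -70% in these data; inconclusive = activity change between two set negative limits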; note: % is set by controls: 0 for no effect and ±100 for the full control effect
# Target sequence (P16473 whole entry, looked up): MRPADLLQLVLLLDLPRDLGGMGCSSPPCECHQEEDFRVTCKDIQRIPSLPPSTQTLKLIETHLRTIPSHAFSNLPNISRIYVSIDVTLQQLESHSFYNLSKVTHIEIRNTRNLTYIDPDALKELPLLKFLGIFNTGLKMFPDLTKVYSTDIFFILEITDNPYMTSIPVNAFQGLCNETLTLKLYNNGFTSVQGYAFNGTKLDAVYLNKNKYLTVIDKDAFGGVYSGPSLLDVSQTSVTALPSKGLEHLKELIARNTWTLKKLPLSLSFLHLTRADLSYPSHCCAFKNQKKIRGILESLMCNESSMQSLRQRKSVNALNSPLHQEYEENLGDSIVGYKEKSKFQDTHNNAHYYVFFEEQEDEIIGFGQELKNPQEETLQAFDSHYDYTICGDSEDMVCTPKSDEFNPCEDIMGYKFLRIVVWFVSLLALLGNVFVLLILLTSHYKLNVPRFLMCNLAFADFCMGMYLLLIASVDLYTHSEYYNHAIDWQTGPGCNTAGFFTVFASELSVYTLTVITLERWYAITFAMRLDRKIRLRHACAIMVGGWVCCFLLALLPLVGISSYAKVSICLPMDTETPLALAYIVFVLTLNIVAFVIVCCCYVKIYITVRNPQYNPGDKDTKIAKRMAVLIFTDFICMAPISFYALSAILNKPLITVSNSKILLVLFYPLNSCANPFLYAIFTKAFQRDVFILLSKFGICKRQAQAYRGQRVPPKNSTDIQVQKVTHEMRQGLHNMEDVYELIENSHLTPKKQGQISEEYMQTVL
#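 Read-out is FRET at 665 nm (cryptate excitation 337 nm) from a cryptate-tagged anti-cAMP antibody, competed by cell cAMP against cAMP-d2. Compounds are tested on freshly harvested TSHR cells challenged with 4nM TSH (EC80) for 2 hours at 37 deg C.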
# Tb PFK inh: blocks T. brucei phosphofructokinase. AID 485367. O15648. 330,000 compounds, 0.17% hits. Potency, µM (series often up to 57.5 µM), for inactives: at the highest dose activity, negative = inhibition, actives largely listed as inhibitors. T. brucei PFK, ADP-Glo luminescence;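 note: potency is the fitted concentration of half-maximal effect; 0% = uninhibited 1x PFK enzyme wells and -100% = no-enzyme wells; nearly all actives have a fitted effect of over 60% in size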
#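 Compounds were pin-transferred as a titration series up to 57 uM into substrate buffer (0.5 mM F6P, 0.1 mM ATP, pH 8.0), then 1.25 nM PFK was added and reactions ran 45 min before ADP-Glo detection.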
# AT treatment: candidate therapy for ataxia-telangiectasia; […] A-T fibroblasts, KAP-1 phosphorylation AlphaLISA; neocarzinostatin DNA damage 30 min before lysis; Potency, µM (top dose mostly 57.5 µM), for inactives: at the highest dose activation, most hits filed as activators; 320,000 compounds, 0.19% hits; AID 485349; note: potency is the fitted concentration of half-maximal effect; % of control where 0% means no effect; nearly all actives have a fitted effect of over 45% in size
#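 hTERT-immortalized A-T patient fibroblasts ([…]), 500 cells/well in OPTI-MEM, 1% FBS, got compounds for 60 min, then NCS for 30 min at 37C. Lysates were then assayed for phospho-KAP-1 by AlphaLISA (anti-pKAP1 donor, anti-KAP1 acceptor beads), 6 hr at 25C.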
# CXXC DNA block: inhibitors of human MLL CXXC domain-DNA interaction. Q03164. MLL-CXXC / FITC-HOXA9 DNA fluorescence polarization. Potency, µM (top dose mostly 115 µM), for the others: at the top dose activity change, negative = inhibition, most hits filed as inhibitors. 290,000 compounds, 0.037% hits. AID 2662; active = well fitted inhibition curve with a large enough effect in the polarisation, with a control signal flat, not every such curve was filed as active; inconclusive = small, poorly fitted or top-dose-only effect, or effect the other way, or a change in a side signal; inactive = no such curve, though single readings can be large or run the other way; the % refers to the polarisation; note: potency is the fitted concentration of half-maximal effect
#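 Purified MLL-CXXC (added from a 7 uM solution) was preincubated 5 min at ambient with pinned compounds in 50 mM Tris-HCl pH 7.5, 50 mM NaCl, 1 mM DTT, 0.05% BSA. Fluorescein-labeled HOX-A9 DNA (50 nM solution) followed, 30 min, then polarization read.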
# GALK inhibitor: galactokinase (human) inhibition. P51570. Purified GALK, Kinase-Glo residual ATP luminescence. Potency, µM (top dose mostly 57.5 µM), without a hit: at the highest dose activity change, negative = inhibition, most hits filed as inhibitors. 270,000 compounds, 0.007% hits; note: potency is the fitted concentration of half-maximal effect; % is set by controls: 0 for no effect and ±100 for the full control effect
#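 Galactose (100 uM) and ATP (35 uM) were turned over by 5 nM GALK for 1 h at RT. Kinase-Glo Plus then converted the remaining ATP into a luminescent signal.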
# Chronic BCR inh: inhibitors of chronic active B-cell receptor signaling; ABC-DLBCL IkBa-CBG/CBR reporter, luminescence ratio, 4 h; Potency, µM (top dose mostly 46.1 µM), inactives show at the top dose ratio change, negative = lower green/red ratio, usual class: inhibitors; 340,000 compounds, 0.05% hits; AID 493014; active = well fitted inhibition curve with a large enough effect in the signal ratio, with a control signal flat, not every such curve was filed as active; inconclusive = small, poorly fitted or top-dose-only effect, or effect the other way, or a change in a side signal; the % refers to the signal ratio;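 note: potency is the fitted concentration of half-maximal effect; plate controls were basal doxycycline-induced cells for no effect and cells given 10 µM MG132 for full effect; MG132 reads +100%, hits lower the ratio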
#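 Doxycycline induced both beetle luciferases in TMD8 lymphoma cells; IKK-driven degradation limits the IkappaBalpha-fused green signal, while red luminescence normalises for cell number and nonspecific effects. Compounds tested up to 46 uM, 4 hrs.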
# Giardia kill: Giardia lamblia killing; Giardia lamblia trophozoite viability; activity change, % at 7.66 µM, hits read low; AID 540267; 340,000 compounds, 0.15% hits; in the data active = activity change below about -80%; inconclusive = between about -30% and that limit;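 note: parasites exposed to compound for two days anaerobically before the ATP read; % is set by controls: 0 for no effect and ±100 for the full control effect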
#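 Viability, read as ATP luminescence: trophozoites at 100 cells/well, compound added, 48 hrs anaerobic at 37 deg C, then 15-30 min room-temperature development before reading.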
# Active calls of the source: *; ? = inconclusive; · = not tested or not shown; [ ] = remark or other dose. Unless noted, calls come from the whole dose curve; as a rule, active = well fitted curve in the direction sought with a large enough effect; inconclusive = small, poorly fitted or top-dose-only effect, or another doubt; inactive = no such curve, though single readings can be large; an effect the other way counts as inactive or inconclusive.
no.	Molecule	Coupling enz	TCR act	KCNH2 WT inh	TSHR antagonist	Tb PFK inh	AT treatment	CXXC DNA block	GALK inhibitor	Chronic BCR inh	Giardia kill
1	Cc1ccc(-c2cc(C(=O)N/N=C/c3c(C)nn(-c4ccccc4)c3C)[nH]n2)cc1	0	·	·	-5	-6%	-4%	5%	-4%	?	·
2	CCn1c(C)[n+](CCOC(C)=O)c2cc(Cl)c(Cl)cc21	4	-22%	-3	-3	-5%	-1%	-13%	6%	8%	8
3	Cc1cccc(OCC(O)Cn2c(=N)n(CCN3CCCCC3)c3ccccc32)c1 (stereo not drawn)	2	1%	35	10	3%	1%	5%	-3%	?	-16
4	Cc1cccc(-n2c(C)cc(C(=S)N3CCOCC3)c2C)c1C	7	-17%	-9	-12	1%	-2%	-9%	9%	?	-18
5	O=C(C[C@@H]1C/C=C\C[C@H](Cc2ccc(F)cc2)C(=O)OCCNC1=O)NCCO	·	-5%	7	-9	5%	-4%	·	·	1%	-1
6	O=C(CCN=C1NS(=O)(=O)c2ccccc21)OCc1nnc(-c2ccc([N+](=O)[O-])cc2)o1	·	-6%	2	2	0%	12%	·	·	3%	-27
7	CN(C(=O)CSc1nnc(C2CC2)n1-c1ccccc1)C1CCS(=O)(=O)C1 (stereo not drawn)	·	5%	0	10	0%	-2%	·	·	?	23
8	Cc1[nH]c2ccc3ncccc3c2c1C	-39*	20%[46.1 µM]	1	0	1%	·	23%	2%	?	10
9	O=C(Nc1ccc(Cl)cc1Cl)c1ccc2ncsc2c1	-1	-12%	1	-11	3%	-12%	4%	0%	?	11
10	O=C(CN1C(=O)C2C3CCC(C3)C2C1=O)Oc1ccc2ccccc2c1 (stereo not drawn)	-5	4%[46.1 µM]	-11	4	-5%	-1%	11%	-1%	14%	-6
11	CN(C(=O)c1cccc(C#N)c1)c1nnc(-c2ccccn2)s1	0	-7%	0	-3	2%	0%	-4%	-3%	?	-20
12	CC(=O)N(c1ccc(Cl)cc1)c1c[nH]c2ccccc12	2	-16%	-4	-14	-3%	3%	-2%	3%	2%	0

# The final 6 records of the section before open the next one.
no.	Molecule	Coupling enz	TCR act	KCNH2 WT inh	TSHR antagonist	Tb PFK inh	AT treatment	CXXC DNA block	GALK inhibitor	Chronic BCR inh	Giardia kill
7	CN(C(=O)CSc1nnc(C2CC2)n1-c1ccccc1)C1CCS(=O)(=O)C1 (stereo not drawn)	·	5%	0	10	0%	-2%	·	·	?	23
8	Cc1[nH]c2ccc3ncccc3c2c1C	-39*	20%[46.1 µM]	1	0	1%	·	23%	2%	?	10
9	O=C(Nc1ccc(Cl)cc1Cl)c1ccc2ncsc2c1	-1	-12%	1	-11	3%	-12%	4%	0%	?	11
10	O=C(CN1C(=O)C2C3CCC(C3)C2C1=O)Oc1ccc2ccccc2c1 (stereo not drawn)	-5	4%[46.1 µM]	-11	4	-5%	-1%	11%	-1%	14%	-6
11	CN(C(=O)c1cccc(C#N)c1)c1nnc(-c2ccccn2)s1	0	-7%	0	-3	2%	0%	-4%	-3%	?	-20
12	CC(=O)N(c1ccc(Cl)cc1)c1c[nH]c2ccccc12	2	-16%	-4	-14	-3%	3%	-2%	3%	2%	0
13	Cc1ccc(-c2noc(-c3c(C)noc3C)n2)cc1	4	0%	4	1	-3%	11%	0%	0%	6%	7
14	O=C1N=C(N2CCCCC2)S/C1=C\c1ccncc1	1	2%	-6	0	-5%	-15%	-2%	5%	-5%	-1
15	CN(C)CCn1cnc2c1c(=O)[nH]c(=O)n2Cc1ccccc1	-1	2%	-252*	2	-1%	7%	-16%	-1%	-2%	5
16	CC1CCc2[nH]c3ccc(C(=O)N(C)CC(=O)Nc4ccccc4C(F)(F)F)cc3c2C1 (stereo not drawn)	·	-5%	3	1	2%	-3%	·	·	?	18
17	CCOC(=O)c1c(NC(=O)c2ccco2)sc2c1CCCCC2	0	-8%	-8	-12	-4%	21%	-5%	1%	-1%	-1
18	CC1C(=O)CCC1(C(=O)O)c1ccccc1 (stereo not drawn)	0	-5%	1	9	-3%	-1%	0%	0%	-8%	15
19	O=C(OCCCc1cc2ccccc2c(=O)o1)c1ccco1	·	2%	2	5	0%	1%	·	·	?	6
20	CSCCC(NC(=O)COc1ccccc1)C(=O)N1CCN(c2ccccc2O)CC1 (stereo not drawn)	·	1%	7	-7	-3%	-3%	·	·	0%	15
21	Cc1nnc(SCC2=C(C(=O)O)N3C(=O)C(NC(=O)Cn4cnnn4)C3SC2)s1 (stereo not drawn)	-1	-6%	-4	-4	3%	-5%	0%	·	-1%	-14
22	O=C(O)c1ccccc1C(=O)N1CCN(c2ccccc2)CC1	1	-2%	4	8	-1%	27%	-2%	1%	0%	-16
23	Cc1nc(-c2cccc(S(=O)(=O)N3CCOCC3)c2)cs1	2	0%	-4	1	2%	9%	12%	0%	1%	-12
24	O=C1CSC(c2ccc([N+](=O)[O-])cc2)N1c1ccc(O)cc1 (stereo not drawn)	3	7%	12	14	6%	24%	-12%	·	-5%	-7

# The last 2 compounds of the section before open the next one:
no.	Molecule	Coupling enz	TCR act	KCNH2 WT inh	TSHR antagonist	Tb PFK inh	AT treatment	CXXC DNA block	GALK inhibitor	Chronic BCR inh	Giardia kill
23	Cc1nc(-c2cccc(S(=O)(=O)N3CCOCC3)c2)cs1	2	0%	-4	1	2%	9%	12%	0%	1%	-12
24	O=C1CSC(c2ccc([N+](=O)[O-])cc2)N1c1ccc(O)cc1 (stereo not drawn)	3	7%	12	14	6%	24%	-12%	·	-5%	-7
25	Cc1ccc(C)c(-c2nnc(NC(=O)C3=COCCO3)o2)c1	·	7%	-2	-6	0%	4%	·	·	-29%	-9
26	Cc1onc(-c2ccccc2Cl)c1C(=O)N(C)CC(=O)Nc1ccc(F)c(F)c1F	·	0%	5	-3	-2%	-1%	·	·	4%	11
27	Cc1ccccc1N1CCN(S(=O)(=O)c2nnc(NC(=O)CC(C)C)s2)CC1	3	-4%	-3	-13	0%	5%	·	·	11%	22
28	CC(NC(=O)CSc1nc2ccccc2c(=O)n1CCCO)c1ccccc1 (stereo not drawn)	3	-3%	10	11	-6%	-3%	1%	0%	?	5
29	Cn1c(=O)c2c(nc(SCCN3CCCCC3)n2Cc2ccc(Cl)cc2)n(C)c1=O	2	3%	-33	0	4%	1%	2%	0%	2%	15
30	Cc1c(/C=N/O)c2ccccn2c1C(=O)c1ccc(F)cc1	-19	0%	-14	5	0%	-10%	15%	-1%	-7%	-8
31	CCC1(C)Nc2ccccc2C(=O)N1O (stereo not drawn)	2	2%	2	12	-4%	1%	0%	6%	?	10
32	COC(=O)[C@@H](NC(=O)NCc1ccc(F)cc1)C(C)C	3	5%	-18	7	-4%	·	-4%	2%	-3%	7
33	CCOC(=O)c1ccc(NC(=O)Nc2cc(C)on2)cc1	-11	·	0	14	-5%	10%	9%	-1%	?	-10
34	COc1ccccc1/C=N/n1c(N)c(C(=O)NC2CCCCC2)c2nc3ccccc3nc21	1	-2%	3	-3	-2%	5%	36%[activator]	-4%	-11%	-2
35	COc1ccc(-c2c(C(=O)O)c(C(=O)O)c3n2CCC3)cc1	-1	-3%	-7	-5	-3%	3%	?	4%	10%	-5
36	COC(=O)C(NC(=O)c1ccccc1)=C1CCCCC1	3	4%	-6	3	-4%	-2%	-1%	-1%	3%	12

# Other compounds:
no.	Molecule	Coupling enz	TCR act	KCNH2 WT inh	TSHR antagonist	Tb PFK inh	AT treatment	CXXC DNA block	GALK inhibitor	Chronic BCR inh	Giardia kill
37	CCOC(=O)CN1CC23C=CC(O2)C(C(=O)NC2CCCC2)C3C1=O (stereo not drawn)	3	-6%	2	23	-10%	12%	-6%	2%	15%	-11
38	Cc1nc(C)n(CC(O)COc2ccc3cc(Br)ccc3c2)n1 (stereo not drawn)	-5	-19%	-42	·	·	·	2%	2%	·	15
39	Cc1ccc(NC(=O)C2CC(=O)N(C(C)c3ccccc3)C2)cc1 (stereo not drawn)	·	-1%	-5	14	-7%	1%	·	·	?	-13
40	C1CCN(c2nc3nonc3nc2N2CCCCC2)CC1	-1	2%	-14	4	1%	1%	0%	0%	2%	21
41	Cc1cc(N)n2nc(-c3ccccc3)c(-c3ccccc3)c2n1	2	0%	8	-46	1%	-4%	7%	-3%	6%	4
42	CCOc1ccc(OCCOCCN2CCOCC2)cc1	-1	-12%	5	-1	1%	·	2%	4%	13%	4
43	COc1ccc(N2CCN(C(=O)CNC(=O)c3ccccc3Cl)CC2)cc1	2	-5%	1	-1	-9%	-9%	-3%	0%	0%	23
44	Cc1cc2n(n1)C(c1sccc1C)Nc1ccccc1-2 (stereo not drawn)	0	0%	-6	-10	-3%	4%	-1%	4%	?	-10
45	COc1ccccc1C1C(C(N)=O)=C(C)Nc2nc(-c3ccc(Cl)cc3)nn21 (stereo not drawn)	1	-8%	-8	-8	1%	3%	-4%	2%	-22%	-6
